# ERa coact inh = ER-alpha (human) coactivator binding inhibition; TR-FRET ER-alpha LBD / SRC-1 peptide, estradiol-bound; inhibition, % at 25.6 µM; actives 1.7% (n = 86,000); AID 629; in the data active means inhibition above about 50%;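 further: 0% = receptor plus peptide control and 100% = peptide only without receptor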
# Mac1 fbg enh = CD11b/CD18-fibrinogen binding enhancement; P05107+P11215; K562 CD11b/CD18 adhesion to fibrinogen, ATPlite luminescence; activation, % at 10 µM; actives 0.07% (n = 93,000); AID 1499;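 active means 10 µM primary screen giving 50% or more activity, confirmed by 40% or more on retest at that dose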; further: strong numbers were not always called active
# Target sequence (P05107 whole entry, looked up, other chains not shown): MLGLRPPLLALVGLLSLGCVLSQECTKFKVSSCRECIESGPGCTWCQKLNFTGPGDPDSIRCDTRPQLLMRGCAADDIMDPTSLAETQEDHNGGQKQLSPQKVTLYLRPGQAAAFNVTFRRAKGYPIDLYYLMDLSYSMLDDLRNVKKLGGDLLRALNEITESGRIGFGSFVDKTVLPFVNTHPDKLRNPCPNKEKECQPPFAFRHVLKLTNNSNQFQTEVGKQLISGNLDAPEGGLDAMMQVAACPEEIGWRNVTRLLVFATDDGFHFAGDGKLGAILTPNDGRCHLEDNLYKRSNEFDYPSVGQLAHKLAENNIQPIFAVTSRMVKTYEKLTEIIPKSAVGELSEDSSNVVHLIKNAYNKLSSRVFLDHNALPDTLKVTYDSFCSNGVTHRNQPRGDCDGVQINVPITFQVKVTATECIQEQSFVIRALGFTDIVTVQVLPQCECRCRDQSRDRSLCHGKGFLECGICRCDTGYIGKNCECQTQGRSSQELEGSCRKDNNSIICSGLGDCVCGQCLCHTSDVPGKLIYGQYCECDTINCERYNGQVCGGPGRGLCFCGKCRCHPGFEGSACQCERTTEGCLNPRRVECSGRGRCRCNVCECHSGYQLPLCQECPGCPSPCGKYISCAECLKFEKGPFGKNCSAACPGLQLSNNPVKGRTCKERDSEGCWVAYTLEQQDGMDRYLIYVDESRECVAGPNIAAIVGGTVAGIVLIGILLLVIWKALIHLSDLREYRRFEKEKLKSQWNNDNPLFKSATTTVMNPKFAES
# ERb coact inh = blocks coactivator binding to human estrogen receptor beta. TR-FRET ER-beta LBD / SRC1-Cy5 peptide binding; receptor agonist-loaded with 1 µM estradiol. inhibition, % at 25.6 µM. actives 1.3% (n = 86,000). AID 633;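 active means compounds whose percent inhibition of the receptor-coactivator binding signal exceeds about 50% in the single-dose screen, limit read from the data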;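 further: 0% = receptor plus peptide wells without compound and 100% = peptide-only wells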
# Mac1 fbg inh = blocks human CD11b/CD18 adhesion to fibrinogen. P05107+P11215. K562 CD11b/CD18 adhesion to fibrinogen, ATPlite luminescence; Mn2+ added to activate the integrin. inhibition, % at 10 µM. actives 0.54% (n = 93,000);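 active means primary inhibition of 50% or more at 10 µM, then 40% or more on retest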; further: some results filed as inactive read as strong as hits
# Rev-RRE block = inhibitors of HIV-1 Rev-RRE RNA interaction | actives 0.79% (n = 97,000) | inhibition, % at 8 µM | P05866 | Rev peptide-RRE RNA binding, FRET;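 active means inhibition above the screen-wide mean plus 3 SD, cut at about 35% in these data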;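 further: 0% = median DMSO wells and 100% = median Neomycin B control wells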
# Target sequence (P05866 whole entry, looked up): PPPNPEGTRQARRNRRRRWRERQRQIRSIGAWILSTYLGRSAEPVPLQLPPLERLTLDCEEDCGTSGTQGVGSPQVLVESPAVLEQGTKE
#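 Assay system: labelled RRE RNA duplex and labelled Rev peptide / Medium: HEPES pH 7.5 salt buffer with EDTA / Reagent: labelled Rev peptide / Schedule: 5 + 15 min at 25 °C / Signal: FRET, excitation 480 nm, emission 540 nm donor and 671 nm acceptor / Benchmarks: DMSO and neomycin B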
# PLK1 PBD inh = inhibitors of human Plk1 polo box domain binding; P53350; Plk1 PBD phosphopeptide binding, fluorescence polarization; inhibition, %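 (tested at about 20 µM)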; actives 0.13% (n = 97,000); AID 693; in the data active means inhibition above about 34%, passing the limit was not always enough
# PLK1 inh = PLK1 (human) kinase inhibition; recombinant PLK1 kinase, TR-FRET peptide phosphorylation; actives 0.53% (n = 97,000); AID 619; P53350; inhibition, % at 10 µM;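 active means inhibition of 50% or more in the single-concentration screen; inactive means inhibition below 50%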;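 further: 0% = DMSO max control and 100% = H-89 dihydrochloride min control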
# ERa coact pot = enhances coactivator binding to human estrogen receptor alpha; P03372; TR-FRET ERalpha-LBD/SRC-Cy5 coactivator binding, 2 h; 100 = basal binding, no effect; coactivator binding (% of control), % at 25.6 µM; actives 1.3% (n = 86,000); AID 639; in the data active means activity above about 200%;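 further: binding measured in presence of low estradiol as agonist stimulus; 0% = peptide alone without receptor and 100% = receptor with peptide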
# FAK blocker = FAK (human) kinase inhibition; Q05397; biochemical FAK kinase activity assay; inhibition, %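 (tested at 7 µM)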; actives 0.84% (n = 97,000); AID 727; in the data active means inhibition above about 19%;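 further: 0% = DMSO and 100% = reference compound high control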
# The depositor's hits bear a star; . = not tested or not shown; [ ] = dose if it differs, or a comment.
SMILES,ERa coact inh,Mac1 fbg enh,ERb coact inh,Mac1 fbg inh,Rev-RRE block,PLK1 PBD inh,PLK1 inh,ERa coact pot,FAK blocker
CCN1C(=O)C(C)S/C1=N\S(=O)(=O)c1ccc(Cl)s1 (stereo not drawn),0,-2,-3,-4,-3,-25,-10,128,-4
O=C(C1=COCCO1)N1CCN(C(c2ccccc2)c2ccccc2)CC1,-26,2,-25,3,1,-17,7,90,0
CC(=O)C1=C(O)C(=O)N(C2CCCCC2)C1c1ccccc1 (stereo not drawn),-1,.,4,.,4,-4,-10,95,-2
CCc1ccc(Oc2cc(C)nc(N)n2)cc1,1,.,-9,.,-5,4,2,118,0
COc1cccc2[nH]c3c(N4CC(C)CC(C)C4)ncnc3c12 (stereo not drawn),-4,.,-4,.,6,-5,-4,100,0
CS(=O)(=O)Nc1cccc(C(=O)CC2(O)C(=O)Nc3ccccc32)c1 (stereo not drawn),-4,-1,-14,-7,2,27,-7,103,-2
Cc1ccc2c(c1)[nH]c1c(=O)n(CCCN3CCOCC3)cnc12,14,3,3,-3,2,-15,-10,102,2
COc1ccc2c3c(c(=O)oc2c1OCC(N)=O)CCCC3,-5,2,-6,-22,7,-26,-11,102,-1
CCC12CCCN3CCC4(C(=C(C(=O)OC)C1)Nc1ccccc14)C32 (stereo not drawn),-19[fluorescence artefact?],1,-12,-13,2,-39,2,121[fluorescence artefact?],2
CN(C)c1ncc(S(=O)(=O)c2ccc(Cl)cc2)c(-c2ccccc2)n1,.,7,.,-1,15,4,-8,.,0
CCOc1ccc(C2C(C(=O)c3ccco3)=C(O)C(=O)N2CCCn2ccnc2)cc1 (stereo not drawn),-6,2,-7,-28,2,3,-11,100,-6
CC(=O)c1cccc(NC(=O)Oc2ccccc2)c1,1,.,-2,.,8,-4,-13,103,0
O=[n+]1c2c(n([O-])c3ccccc31)CCCC2,-5,-2,-7,-26,7,14,1,97,-2
O=S(=O)(c1ccccc1)c1nc(-c2ccco2)oc1N1CCOCC1,7,-3,-9,0,4,-17,-2,114,-5
CCCCCN1CC(O)=C(c2ccccc2)C1=N,2,-3,29,-9,-1,-1,-22,31,2
COc1ccc2nc3oc(C(=O)N4CCC(C(N)=O)CC4)cc3cc2c1,-1,.,4,.,2,19,-5,119,-2
O=C(Nc1cccc(F)c1)NC1(C(=O)N2CCN3CCCC3C2)CCCCC1 (stereo not drawn),-5,.,1,.,-1,7,-3,118,-1
O=C(NC1CCCC1)c1ccc(COCC(F)(F)F)o1,1,-1,8,-27,4,-8,-3,83,-3
C/C(NC(=O)c1cccs1)=C1\C(=O)C[C@@H]2[C@H]1C2(C)C,2,1,3[fluorescence artefact?],3,9,9,-5,94,2
COc1cccc(NC(=O)Cn2c(SCC(=O)N3CCOCC3)nc3ccccc32)c1,-7,-2,0,-6,1,-3,-16,104,1
Cc1c(N=Cc2ccc(-c3ccc(Cl)cc3)o2)c(=O)n(-c2ccccc2)n1C,-7,-1,-3,-4,.,.,.,112[fluorescence artefact?],.
CCOCCn1c(CN2CCC(Cc3ccccc3)CC2)nc2c1c(=O)n(C)c(=O)n2C,1,-3,0,0,1,-1,-11,102,2
Cc1c(C(=O)NCCN2CCOCC2)oc2ccccc12,-39,12,-10,-51,7,-5,-7,107,1
CCCCNC(=O)CNC(=O)c1cccs1,-8,-5,22[fluorescence artefact?],-10,2,10,-3,95,-5
CCn1c(-c2ccc([N+](=O)[O-])cc2)n[nH]c1=S,.,.,.,.,2,-2,-13,.,-1
CCOc1ccc(Nc2cc(C)nc(N3CCOCC3)n2)cc1,5,-2,-8[fluorescence artefact?],-13,7,-32,-5,171,2
CC(C)(C)C1(c2ccccc2)NC(=O)N(CC(=O)N2CCOCC2)C1=O (stereo not drawn),2,-2,-9,-12,2,-2,-11,103,-3
Cc1csc2nc(CSc3nc4ccccc4o3)c(Br)n12,-4,5,-3,45,3,-33,5,88,0
CCOC(=O)c1sc(-c2ccccc2)cc1NC(=O)CSc1nnnn1C,0,-2,3,-3,9,-2,-4,166,0
COc1ccccc1-c1cc(C(=O)N/N=C/c2ccc(C)s2)c2ccccc2n1,.,-4,.,0,2,8,-11,.,1
O=C(CSC1=Nc2ccccc2C2=NC(c3ccccc3)C(=O)N12)NC1CCCCC1 (stereo not drawn),6,-4,-4,-37,15,-21,-1,81[fluorescence artefact?],3
CCOC(=O)C1=C(C)Nc2ncnn2C1c1cc(OC)ccc1OC (stereo not drawn),-1,10,-4,-44,4,3,-12,111,-1
CC(C)c1ccccc1N=C1SCCN1C1CCS(=O)(=O)C1 (stereo not drawn),-4,-2,-1,-11,4,-3,-8,94,4
CCOC(=O)c1cccc(NC(=O)Cn2cnc3c2c(=O)n(C)c(=O)n3C)c1,-1,5,3,-18,4,9,-5,101[fluorescence artefact?],2
COC(=O)c1ccc(CN(C(C)=O)c2ccccc2)o1,-8,13,-8,3,-2,-11,-11,115,-3
Cc1ccc(C(C(=O)NCc2ccc(F)cc2)N(C(=O)c2csnn2)C2CC2)o1 (stereo not drawn),-11,-4,-5,-7,0,-8,-9,119,-2

# Reprinted from the part before: 3 entries, then new ones.
SMILES,ERa coact inh,Mac1 fbg enh,ERb coact inh,Mac1 fbg inh,Rev-RRE block,PLK1 PBD inh,PLK1 inh,ERa coact pot,FAK blocker
CCOC(=O)c1cccc(NC(=O)Cn2cnc3c2c(=O)n(C)c(=O)n3C)c1,-1,5,3,-18,4,9,-5,101[fluorescence artefact?],2
COC(=O)c1ccc(CN(C(C)=O)c2ccccc2)o1,-8,13,-8,3,-2,-11,-11,115,-3
Cc1ccc(C(C(=O)NCc2ccc(F)cc2)N(C(=O)c2csnn2)C2CC2)o1 (stereo not drawn),-11,-4,-5,-7,0,-8,-9,119,-2
CCOC(=O)c1ccc(N2C(=O)CC(C3CCCO3)C2=O)cc1 (stereo not drawn),2,1,-3[fluorescence artefact?],-8,6,-9,-6,93,2
Cc1cc(OC(=O)c2ccccc2)n(CCC#N)n1,9,-2,4,-5,3,27,-8,116,-4
C(=N\Nc1nc(-c2ccccc2)cs1)/c1cccs1,.,0,.,8,1,-22,1,.,-9
COc1cc2c(C(=O)NC3CCCCCC3)cn(C)c(=O)c2cc1OC,-1,.,-10,.,-3,0,-14,109,7
Cc1cc(=O)oc2cc(OCC(O)CN3CCN(c4ccccc4)CC3)ccc12 (stereo not drawn),5,-1,3,-2,11,-2,-10,103,1
COc1ccc(NS(=O)(=O)Cc2ccccc2Cl)cn1,0,-6,-3,-2,1,9,-12,129,-6
CCOc1ccc(Oc2nc(Nc3ccc(C)cc3)nc(N(C)C)n2)nn1,-27,-3,-14,0,5,-2,-7,113,-3
CCOC(=O)N1CCN(C(=O)c2ccc(N3C(=O)c4ccccc4C3=O)cc2)CC1,-9,2,-9,-3,.,.,.,108[fluorescence artefact?],.
COc1ccc(C(=O)N(CN2CCCC2=O)c2ccccc2OC)cc1OC,.,2,.,-21,1,-5,-10,.,-3
COc1cc2c(C(=O)NCCCN3CCN(c4cccc(Cl)c4)CC3)cn(C)c(=O)c2cc1OC,6,.,-1[fluorescence artefact?],.,4,3,6,96,-1
O=C(Cc1ccccc1)NC(Nc1cccc2ccccc12)C(Cl)(Cl)Cl (stereo not drawn),.,-4,.,7,5,-2,-12,.,1
CCOC(=O)c1ccc(NC(=O)CC2C(=O)N(c3cccc(OC)c3)C(=O)N2CCOC)cc1 (stereo not drawn),-2,5,-8,-23,10,0,-16,122,-4

# A section from further up:
SMILES,ERa coact inh,Mac1 fbg enh,ERb coact inh,Mac1 fbg inh,Rev-RRE block,PLK1 PBD inh,PLK1 inh,ERa coact pot,FAK blocker
CCOC(=O)N1CCN(C(=O)c2ccc(N3C(=O)c4ccccc4C3=O)cc2)CC1,-9,2,-9,-3,.,.,.,108[fluorescence artefact?],.
COc1ccc(C(=O)N(CN2CCCC2=O)c2ccccc2OC)cc1OC,.,2,.,-21,1,-5,-10,.,-3
COc1cc2c(C(=O)NCCCN3CCN(c4cccc(Cl)c4)CC3)cn(C)c(=O)c2cc1OC,6,.,-1[fluorescence artefact?],.,4,3,6,96,-1
O=C(Cc1ccccc1)NC(Nc1cccc2ccccc12)C(Cl)(Cl)Cl (stereo not drawn),.,-4,.,7,5,-2,-12,.,1
CCOC(=O)c1ccc(NC(=O)CC2C(=O)N(c3cccc(OC)c3)C(=O)N2CCOC)cc1 (stereo not drawn),-2,5,-8,-23,10,0,-16,122,-4

# Next section:
SMILES,ERa coact inh,Mac1 fbg enh,ERb coact inh,Mac1 fbg inh,Rev-RRE block,PLK1 PBD inh,PLK1 inh,ERa coact pot,FAK blocker
Cc1c(NC(=O)c2ccc3c4c(cccc24)CC3)c(=O)n(-c2ccccc2)n1C,-13,-2,6,-3,9,13,-7,104,-3
CCC(C)OC(=O)C1=C(C)OC23OC(N)=C(C#N)C12C(=O)c1ccccc13 (stereo not drawn),-2,.,-3,.,7,20,-13,93[fluorescence artefact?],3
O=c1cc(-c2ccccc2)[nH]n1-c1ccc([N+](=O)[O-])cc1,.,.,.,.,1,4,-12,.,2
O=C(Oc1ccc2c3c(c(=O)oc2c1)CCCC3)c1ccco1,12,-1,9,-11,8,14,-7,94,1
CC1CN(c2nc3c(c(=O)n(C)c(=O)n3C)n2Cc2c(F)cccc2Cl)CC(C)O1 (stereo not drawn),-4,4,-4[fluorescence artefact?],-10,.,.,.,115,.
O=C(CSc1ccc(Cl)cc1)N1CCC(c2nc3ccccc3s2)CC1,.,.,.,.,1,-27,-13,.,-4
COc1ccc(C2=NOC(C(=O)NCc3ccccc3)C2)cc1 (stereo not drawn),-8,2,-3,10,-1,13,-11,102,2
CCOC(=O)c1cc(=O)n2nc(-c3ccc(C)cc3)nc2s1,4,-4,6,8,6,0,-2,102,-3
CCOC(=O)c1ccc(NC(=O)CSc2nnc(Cc3cccs3)n2C)cc1,9,0,13,2,11,-9,-7,90[fluorescence artefact?],-6
COCCNC(=O)CSc1nc2cc3c(cc2c(=O)n1Cc1ccco1)OCO3,9,-4,5,-9,-3,3,-6,74,-1
CN1C(=O)c2ccccc2C(C(=O)NCCCN2CCCC2=O)C1c1c[nH]c2ccccc12 (stereo not drawn),-7,-1,-3,-3,4,-18,-29,106,-2
CC(C)(C)NC(=O)C(c1ccco1)N(C(=O)c1csnn1)c1ccccc1 (stereo not drawn),-4,-4,1,-3,5,-14,-10,109,0
O=C1CCCCCC1C1(O)C(=O)Nc2ccccc21 (stereo not drawn),6,-2,4,2,5,16,-2,79,5
CON/C=C(\C=Nc1ccc(C(F)(F)F)cc1)c1ncc(C(F)(F)F)cc1Cl,.,.,.,.,8,-14,-7,.,0
CCCCNC(=S)NNC(=O)C12CC3CC(CC(C3)C1)C2,-3,0,-7,-2,-3,-26,-6,102,1
O=C(NC(=S)Nc1ccc(C(=O)N2CCOCC2)cc1)c1ccc([N+](=O)[O-])cc1,.,-1,.,-2,1,-27,-16,.,-2
N#Cc1c(-c2cccs2)cc(-c2cccnc2)nc1N,.,0,.,-15,11,-1,1,.,18
C=CCn1c2ccccc2c2nnc(SC(CC)C(=O)Nc3nc(C)c(C(=O)OCC)s3)nc21 (stereo not drawn),-4,.,-5,.,-4,8,-7,101[fluorescence artefact?],-2
CCCCNC(=O)CC1N=C2c3ccccc3N=C(SCC(=O)Nc3cccc(C)c3)N2C1=O (stereo not drawn),.,.,.,.,6,-12,-3,.,13
COc1ccc(N(CN2C(=O)C3CC=CCC3C2=O)C(=O)c2ccco2)cc1 (stereo not drawn),.,-3,.,-28,0,10,-8,.,-4
Cc1ccc2c(c1)c(C)cc(=O)n2CCC(=O)O,-7,-3,-10,4,9,-2,-15,113,-1

# From PubChem
